FXN GAA850 act – FXN promoter activators, primary screen, cell-based, luciferase luminescence, HEK293 lucGAA850; HEK293 lucGAA850 FXN promoter luciferase reporter, 24 h; percent of 10 µM SAHA response; activation, % at 6 µM; hit rate 0.56% among 360,000;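 active = activation above the average of all compounds screened plus 3 SD, cutoff fixed separately per campaign, cut at about 7.5% in these data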;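 note: 0% = DMSO wells and 100% = 10 µM SAHA wells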
PLC-beta3 inh – human PLC-beta3 inhibitors, primary screen, biochemical, fluorescence | hit rate 0.18% among 370,000 | AID 720704, 2013 | 1-phosphatidylinositol 4,5-bisphosphate phosphodiesterase beta-3 (Homo sapiens), Q01970 | inhibition, % at 12.2 µM | Purified PLC-beta3, fluorogenic substrate; in the data active = inhibition above about 11%;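 note: 0% = median of compound wells on plate and 100% = full blocker control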
Target sequence (Q01970 whole entry, looked up): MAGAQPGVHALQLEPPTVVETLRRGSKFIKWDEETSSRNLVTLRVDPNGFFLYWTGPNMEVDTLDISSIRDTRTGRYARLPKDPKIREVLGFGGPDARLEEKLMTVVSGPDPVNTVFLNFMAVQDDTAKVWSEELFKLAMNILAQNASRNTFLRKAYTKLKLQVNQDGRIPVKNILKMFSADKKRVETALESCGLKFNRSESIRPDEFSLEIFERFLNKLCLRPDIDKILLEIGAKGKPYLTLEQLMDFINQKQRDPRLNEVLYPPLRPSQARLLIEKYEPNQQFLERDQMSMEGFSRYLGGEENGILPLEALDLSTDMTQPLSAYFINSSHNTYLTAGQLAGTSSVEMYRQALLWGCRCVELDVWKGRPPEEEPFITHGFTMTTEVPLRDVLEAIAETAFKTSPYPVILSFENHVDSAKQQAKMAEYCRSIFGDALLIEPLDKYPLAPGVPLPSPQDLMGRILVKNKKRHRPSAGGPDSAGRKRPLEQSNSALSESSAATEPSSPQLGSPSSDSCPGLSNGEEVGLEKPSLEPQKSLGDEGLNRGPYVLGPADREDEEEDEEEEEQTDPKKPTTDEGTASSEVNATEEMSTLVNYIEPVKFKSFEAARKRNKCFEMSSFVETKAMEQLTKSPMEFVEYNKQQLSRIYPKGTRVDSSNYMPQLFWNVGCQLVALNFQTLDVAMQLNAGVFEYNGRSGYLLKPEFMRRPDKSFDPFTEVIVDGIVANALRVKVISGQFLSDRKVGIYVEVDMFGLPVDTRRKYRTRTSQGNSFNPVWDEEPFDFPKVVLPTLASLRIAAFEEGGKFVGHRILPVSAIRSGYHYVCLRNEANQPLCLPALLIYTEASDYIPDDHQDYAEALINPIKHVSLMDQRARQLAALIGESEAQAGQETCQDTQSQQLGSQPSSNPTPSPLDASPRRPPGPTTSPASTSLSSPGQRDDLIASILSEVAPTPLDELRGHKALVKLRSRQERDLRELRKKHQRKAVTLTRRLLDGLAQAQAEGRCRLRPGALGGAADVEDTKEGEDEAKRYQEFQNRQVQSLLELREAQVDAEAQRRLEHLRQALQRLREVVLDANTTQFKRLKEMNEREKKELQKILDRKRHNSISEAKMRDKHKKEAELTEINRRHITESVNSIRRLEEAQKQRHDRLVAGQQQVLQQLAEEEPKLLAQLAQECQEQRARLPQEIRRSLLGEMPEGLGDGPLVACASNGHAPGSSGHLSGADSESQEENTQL
NR1D1 modulator – modulators of Rev-erb alpha DNA binding, primary screen, biochemical, FITC-DNA, fluorescence polarization, uHTS; Rev-erbα–FITC-DNA binding, 90 min; activity, % at 10 µM; hit rate 0.79% among 370,000;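 active = activity above about 14%, limit read from the data; passing the limit was not always enough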;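 note: 0% = DMSO wells with 35 nM protein and 100% = DMSO wells with 750 nM protein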
SMARCA2 act – SMARCA2 (BRM) function activators, primary screen, cell-based, luminescence, high throughput | hit rate 1% among 370,000 | MG213 cells, MMTV-luciferase reporter, dexamethasone, overnight | activation, % at 9.1 µM; in the data active = activation above about 7.8%;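 note: 0% = vehicle wells and 100% = reference activator wells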
DAX1 inh-1 – DAX1 (NR0B1) inhibitors, primary screen, cell-based, HEK293, Gal4-DAX1, luciferase luminescence; inhibition, % at 6.75 µM; HEK293 Gal4-DAX1 luciferase reporter; AID 504766, 2011; hit rate 0.99% among 340,000;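 active = inhibition above the mean over all tested compounds plus 3 SD, cut at about 4.2% in these data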;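 note: 0% = DAX1-transfected cells with DMSO and 100% = empty-vector control cells with DMSO; inhibition shows as a rise in luminescence from relieved DAX1 repression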
hcDAF12 agonist – H. contortus DAF-12 nuclear receptor activators, primary screen, cell-based, luminescence, HEK293, lit1-tk-luc reporter | HEK293 hcDAF-12 lit1-tk-luc reporter; 0% DMSO, 100% Δ7-dafachronic acid | activation, % at 6.8 µM | hit rate 1.4% among 370,000;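 active = activation above the mean of all tested compounds plus 3 SD, cut at about 5.5% in these data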;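 note: 100% = response to 3 µM Δ7-dafachronic acid high control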
DAX1 inh-2 – DAX1 (NR0B1) inhibitors on StAR promoter, primary screen, cell-based, luminescence, SF-1 (NR5A1), full-length DAX-1 | hit rate 1.1% among 370,000 | inhibition, % at 6.8 µM | AID 652010, 2013 | HEK293T StAR-luciferase reporter, SF-1/DAX-1 repression relief;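 active = inhibition above the mean over all tested compounds plus 3 SD, cut at about 3.6% in these data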;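 note: 0% = DAX-1 cells with DMSO and 100% = cells lacking DAX-1 with DMSO; higher inhibition means more luminescence from relief of DAX-1 repression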
sPLA2-III inh – human group III sPLA2 inhibitors, primary screen, biochemical, QFRET, BODIPY PC-A2 liposome substrate | Group 3 secretory phospholipase A2 (Homo sapiens), Q9NZ20 | AID 743126, 2013 | inhibition, % at 12.2 µM | QFRET BODIPY PC-A2 liposome hydrolysis, fluorescence | hit rate 0.56% among 370,000;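 active = inhibition above mean plus 3 SD of compounds lying within the high and low control bounds, cut at about 19% in these data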;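 note: 0% = median of test compound wells and 100% = no enzyme DMSO wells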
ssDAF-12 act – S. stercoralis DAF-12 nuclear receptor activators, primary screen, cell-based, luminescence, HEK293, GRIP1 co-expression, lit1-tk-luc | Nuclear hormone receptor DAF-12 (Strongyloides stercoralis) | HEK293 ssDAF-12/GRIP1 lit1-tk-luc reporter; % of 3 µM dafachronic acid response | activation, % at 6.8 µM | hit rate 1% among 370,000 | AID 652126, 2013;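 active = activation above the mean over all tested compounds plus 3 SD, cut at about 0.9% in these data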;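 note: 0% = DMSO-only wells and 100% = 3 µM delta7-dafachronic acid wells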
hgDAF-12 ag – H. glycines DAF-12 receptor agonists, primary screen, cell-based, luminescence, HEK293, GAL4 fusion, UAS-luciferase | Nuclear hormone receptor DAF-12 (Heterodera glycines), GAL4 fusion | HEK293 GAL4-hgDAF12 UAS-luciferase reporter, agonist luminescence; normalized to butyrate control | activation, % at 6.8 µM | hit rate 1.8% among 370,000 | AID 687014, 2013;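 active = activation above a cutoff set at the mean of all screened compounds plus 3 SD, cut at about 10% in these data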;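 note: 0% = DMSO wells and 100% = sodium butyrate wells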
PG9 binder – binders of HIV-1 gp120 antibody PG9, primary screen, biochemical, TR-FRET. HIV-1 gp120 / PG9 antibody interaction. TR-FRET gp120-PG9 antibody binding. inhibition, % at 6.7 µM. hit rate 0.43% among 360,000; in the data active = inhibition above about 8.5%
Starred values were filed as active, the others as inactive; i = inactive; x = not tested or not shown.

item | Structure | FXN GAA850 act | PLC-beta3 inh | NR1D1 modulator | SMARCA2 act | DAX1 inh-1 | hcDAF12 agonist | DAX1 inh-2 | sPLA2-III inh | ssDAF-12 act | hgDAF-12 ag | PG9 binder
1 | Cc1ccccc1Oc1nc(-c2ccccn2)nc2ccccc12 | 0.7 | -5 | 6 | -1 | -0.6 | -0.4 | -0.5 | 5 | -1.5 | 3.2 | -0.3
2 | COc1ccc(CCNC(=O)COC(=O)/C=C/c2cc(OC)ccc2OC)cc1 | -0.2 | i | 0 | 2 | 1.3 | -1.7 | -0.9 | -7 | -0.8 | -1.6 | 1.7
3 | CC(C)Cc1nnc(NC(=O)CCC(=O)N2CCN(S(=O)(=O)c3ccccc3)CC2)s1 | 2.7 | -3 | 0 | -4 | -0.3 | -1.5 | -0.6 | 6 | -1.4 | 3.1 | 2.9
4 | CCc1ccc(N(C(=O)c2ccoc2C)C(C(=O)NC2CCCC2)c2ccc(OC)cc2)cc1 (stereo unspecified) | 3.7 | -1 | 2 | -3 | 0.9 | -1.1 | -0.5 | -2 | -0.4 | 1.9 | -0.8
5 | NC(=O)c1cccn1Cc1cccc(Cl)c1 | 1.3 | -7 | -1 | -1 | -1.2 | -1.2 | -0.4 | -4 | -1.4 | 0.2 | 0.1
6 | FC(F)(F)c1ccc(N2CCN(c3ncnc4c3nnn4Cc3ccccc3Cl)CC2)cc1 | -2.9 | 4 | 3 | 1 | 0.4 | -0.6 | 0.5 | -2 | -0.8 | 0.4 | 0.3
7 | O=C(CCc1nnc(COc2ccccc2)o1)NCc1ccc(Cl)s1 | 1.1 | -1 | 2 | -2 | 0.5 | 0.2 | -0.2 | 2 | -0.7 | 0.2 | 2.0
8 | Cc1cccc(-n2ncc3c2CCCC3NC(=O)CCN2Cc3ccccc3C2=O)c1C (stereo unspecified) | -3.7 | -2 | 2 | 2 | 0.0 | 1.2 | -1.2 | -12 | -1.0 | -4.8 | 0.1
9 | CCCCOc1ccc(S(=O)(=O)N2CCN(c3ccc(N4CCN(CC)CC4)nn3)CC2)cc1 | 0.9 | -35 | 8 | -1 | -1.0 | -1.5 | -1.9 | -8 | -1.1 | -0.2 | -1.3
10 | COc1ccc(S(=O)(=O)NCC2CCCN(Cc3cccnc3)C2)cc1 (stereo unspecified) | -0.4 | 1 | -3 | 1 | 4.3* | -1.1 | -0.4 | 0 | -1.8 | -2.7 | 1.7
11 | O=C(c1nn(Cc2ccccc2)c(=O)c2ccccc12)N1CCN(c2ccccn2)CC1 | 0.2 | 2 | -1 | 0 | 1.1 | -2.2 | -1.6 | -4 | -1.1 | -3.3 | -0.6
12 | COc1ccc(C(=O)Nc2nc(C)c(C(C)=O)s2)cc1S(=O)(=O)N1CCOCC1 | 0.5 | -9 | 58* | -5 | -0.1 | -1.0 | -0.5 | 14 | -1.1 | 1.2 | -0.1
13 | Cn1c(NCCOc2ccccc2Cl)nc2cc(-c3ccc(F)cc3)sc2c1=O | -0.6 | 3 | -2 | -4 | x | -2.5 | -0.5 | -11 | -1.7 | -1.4 | 0.8
14 | Cc1ccc(NC(=O)CSc2nnc(-c3ccco3)n2N)cc1F | 3.0 | -7 | -3 | 0 | 0.3 | -1.9 | -2.3 | -6 | -1.9 | -0.4 | -0.5
15 | CC1CCCC(NC(=O)COC(=O)Cc2cn3ccsc3n2)C1C (stereo unspecified) | 0.0 | -5 | -5 | -2 | -0.9 | -1.1 | 1.1 | -1 | -0.6 | 0.0 | -2.4
16 | CCC(=O)N1CCCC1(C)C(=O)Nc1ccc2scnc2c1 (stereo unspecified) | 0.9 | 8 | 5 | -4 | x | 1.5 | 0.4 | 5 | -0.1 | 1.7 | -2.8
17 | CN(Cc1ccccc1F)c1cc2c(c3c1ccn3C)C1CCC2C1 (stereo unspecified) | x | -25 | 0 | -5 | x | -1.2 | -2.0 | 14 | -0.9 | -1.8 | -4.3
18 | CC1CCc2[nH]c3ccc(C(=O)NCC4CCCO4)cc3c2C1 (stereo unspecified) | 1.6 | -23 | -2 | 3 | -1.1 | 0.1 | 1.7 | 0 | -0.2 | 4.4 | -0.8
19 | COc1ccc(C2(CCN=Cc3ccc(N(C)C)cc3)CCOC(C)(C)C2)cc1 (stereo unspecified) | -0.2 | -11 | 0 | 0 | 1.6 | -0.6 | 0.0 | -8 | -0.5 | 5.9 | -2.4
20 | O=C(Cc1cccs1)Nc1nc(-c2ccc(F)cc2F)cs1 | -0.6 | 10 | 1 | -6 | -2.5 | -2.4 | -1.6 | -16 | -2.1 | -1.4 | -1.0

Record cards (already shown).
Cc1cccc(-n2ncc3c2CCCC3NC(=O)CCN2Cc3ccccc3C2=O)c1C (stereo unspecified) across the screens: FXN GAA850 act: -3.7; PLC-beta3 inh: -2; NR1D1 modulator: 2; SMARCA2 act: 2; DAX1 inh-1: 0.0; hcDAF12 agonist: 1.2; DAX1 inh-2: -1.2; sPLA2-III inh: -12; ssDAF-12 act: -1.0; hgDAF-12 ag: -4.8; PG9 binder: 0.1
COc1ccc(CCNC(=O)COC(=O)/C=C/c2cc(OC)ccc2OC)cc1 across the screens: FXN GAA850 act: -0.2; PLC-beta3 inh: i; NR1D1 modulator: 0; SMARCA2 act: 2; DAX1 inh-1: 1.3; hcDAF12 agonist: -1.7; DAX1 inh-2: -0.9; sPLA2-III inh: -7; ssDAF-12 act: -0.8; hgDAF-12 ag: -1.6; PG9 binder: 1.7
CCc1ccc(N(C(=O)c2ccoc2C)C(C(=O)NC2CCCC2)c2ccc(OC)cc2)cc1 (stereo unspecified) across the screens: FXN GAA850 act: 3.7; PLC-beta3 inh: -1; NR1D1 modulator: 2; SMARCA2 act: -3; DAX1 inh-1: 0.9; hcDAF12 agonist: -1.1; DAX1 inh-2: -0.5; sPLA2-III inh: -2; ssDAF-12 act: -0.4; hgDAF-12 ag: 1.9; PG9 binder: -0.8

(more compounds)
item | Structure | FXN GAA850 act | PLC-beta3 inh | NR1D1 modulator | SMARCA2 act | DAX1 inh-1 | hcDAF12 agonist | DAX1 inh-2 | sPLA2-III inh | ssDAF-12 act | hgDAF-12 ag | PG9 binder
21 | COc1ccc(C2C(C(C)=O)=C(O)C(=O)N2CCCn2ccnc2)cc1 (stereo unspecified) | 1.2 | -2 | 1 | 1 | -0.4 | 0.6 | 0.8 | 4 | -0.9 | -1.0 | 3.9
22 | O=[N+]([O-])c1cccc(-n2nnnc2CNCc2ccccc2)c1 | 0.2 | -8 | 2 | -2 | 5.7* | -0.4 | -1.0 | 0 | -1.9 | -2.0 | 1.8
23 | CCc1nnc(NC(=O)CCC(=O)N2CCN(Cc3ccc(Cl)cc3)CC2)s1 | -1.6 | 3 | -3 | -1 | -1.0 | -2.0 | -0.8 | 0 | -1.6 | -4.5 | 0.8
24 | COC(=O)c1cccc(N(C(=O)c2cnccn2)C(C(=O)NC2CCCCC2)c2cn(C)nc2C)c1 (stereo unspecified) | -0.4 | 5 | 5 | -2 | -0.3 | 0.3 | 0.0 | 3 | -1.6 | -2.2 | 0.6
25 | N#C/C(=N/O)c1nc(-c2ccc(F)cc2)cs1 | 2.1 | -4 | 2 | 0 | 1.4 | -0.8 | -0.8 | -37 | -0.8 | -1.2 | -1.7
26 | N#Cc1nc(-c2ccccc2F)oc1NCc1ccccc1 | 0.4 | i | -2 | -2 | 1.1 | -2.1 | 0.7 | 3 | -1.2 | 0.3 | 2.1
27 | CCc1ccc(NCc2nc3ccccc3c(=O)[nH]2)cc1 | 4.8 | -11 | 5 | 8.3* | -0.3 | 11* | 5.1* | -10 | 2.4* | 15* | -2.0
28 | COc1c(C)cc(C(=O)C2CCCN(C(=O)c3cccc(F)c3)C2)cc1C (stereo unspecified) | -1.2 | -5 | 1 | -3 | 1.3 | -0.1 | -0.2 | -10 | -1.8 | -1.0 | -0.1
29 | CCCN(CC(=O)Nc1ccccc1C)C(=O)C1CC(=O)N(c2ccccc2OCC)C1 (stereo unspecified) | 0.4 | -6 | -2 | -2 | -1.6 | -2.1 | -0.6 | 4 | -1.3 | -0.2 | 0.4
30 | CCOC(=O)c1c(NC(=O)CN(CC)CC)sc2c1CCN(C(=O)OCC)C2 | 2.6 | 2 | -2 | -3 | 0.1 | -2.9 | -1.9 | -10 | -2.4 | -0.8 | -1.8
31 | CC(=O)c1c(C)[nH]c(C(=O)CSc2nnc(NC3CC3)s2)c1C | -1.9 | -2 | -1 | 0 | -0.2 | -0.8 | -3.9 | -39 | -0.6 | -1.0 | -1.7
32 | O=C(O)c1cn(-c2ccccc2)c(=O)c2ccccc12 | 0.7 | -7 | -3 | -5 | -0.2 | 1.7 | 1.3 | 10 | -0.5 | -0.1 | 0.6
33 | NS(=O)(=O)c1cccc(NS(=O)(=O)c2ccc(/C=C/C(=O)OCC(=O)c3ccc(Br)cc3)cc2)c1 | 1.3 | 3 | 0 | -3 | 0.0 | 0.3 | -0.4 | -26 | -1.2 | -0.8 | -0.9
34 | Cc1cc(C)nc(NS(=O)(=O)c2ccc(CC(C)C)cc2)c1 | 3.0 | -17 | -3 | -3 | -0.3 | -2.1 | -0.1 | -5 | -0.2 | -4.7 | -0.9
35 | CNC(=O)NNC(=O)c1onc(-c2c(Cl)cccc2Cl)c1C(=O)OC | -0.5 | -2 | -3 | 6 | 2.1 | 1.1 | 0.1 | -3 | -1.1 | -0.9 | -2.0
36 | COc1cc2[nH]c(C(=O)N3CCc4ccccc43)cc2c(OC)c1OC | -0.4 | -42 | 2 | -1 | 0.4 | 0.6 | 0.1 | 5 | 0.0 | 5.8 | 0.4
37 | O=C1CC(N2CCOCC2)=NC(=O)N1c1ccc(Br)cc1 | x | 2 | 2 | -1 | x | -0.4 | 0.9 | 0 | -0.8 | -1.8 | x
38 | COc1ccc(CNC(=O)CCn2c(=O)[nH]c3ccccc3c2=O)cc1 | 2.7 | -14 | 3 | -4 | -0.6 | 0.6 | 0.6 | 6 | -0.4 | 2.0 | -1.2
39 | Cc1nn(CC(=O)NCC2CCCO2)c(C)c1[N+](=O)[O-] (stereo unspecified) | 0.7 | -1 | -3 | 0 | -0.8 | 0.4 | 0.3 | -3 | -0.5 | -0.1 | -3.5
40 | O=C1C=C(c2cccc(Cl)c2O)C[C@@H](c2ccc(F)cc2)C1 | -0.1 | -37 | -3 | -1 | 1.4 | -0.6 | 0.0 | -6 | -0.4 | -2.0 | 0.2

Source: PubChem
